Screening results: PubChem, National Center for Advancing Translational Sciences (NCATS)
TCR activator – activates T cell receptor signaling; Potency, µM (doses to about 9.22 µM), inactives show at the highest dose activation of IL-2 secretion, most hits filed as activators; 330,000 tested, under 10 active; primary human leukocytes, anti-CD3, IL-2 HTRF, 48 h; AID 504894; also: % of control where 0% means no effect
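Primary human leukocytes incubated 48 hr with anti-CD3 beads plus compound, without co-stimulation. Secreted IL-2 measured by HTRF (europium cryptate/d2 anti-IL-2 pair, 320 nm excitation, 665 nm emission).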
ELG1 repair inh – ELG1-dependent DNA repair inhibition. 2.3% of 330,000 active. HEK293T ELG1-luciferase reporter, luminescence, 16 h; DNA damage induced by 5-fluorouridine. Potency, µM (titrated, usually from 46.1 µM), for the others: at the highest dose activity change, negative = inhibition, usual class: inhibitors; also: potency is read from the fitted curve at half-maximal effect; % is scaled to controls: 0 for no effect and ±100 for the full control effect; nearly all actives have a fitted effect of over 55% in size
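DMSO vehicle served as the neutral condition. Each well held 2,000 cells given 5-fluorouridine plus compound; after 16 hr at 37 °C/5% CO2, ONE-Glo was added and luciferase measured 30 min later.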
PTAP TSG101 blk – blocks PTAP/TSG101 interaction to inhibit HIV-1 budding. Q99816. AID 493005. Fluorescence polarization, FITC-PTAP peptide / Tsg101 binding. Potency, µM (series often up to 115 µM), for inactives: top-dose activity change, negative = inhibition, usual class: inhibitors. 340,000 tested, under 10 active; active = well fitted inhibition curve with a large enough effect in the main read-out, with a control signal flat, not every such curve was filed as active; inconclusive = small, poorly fitted or top-dose-only effect, or effect the other way, or a change in a side signal; inactive = no such curve, though single readings can be large or run the other way; also: potency is read from the fitted curve at half-maximal effect; % of control where 0% means no effect
Target sequence (Q99816 whole entry, looked up): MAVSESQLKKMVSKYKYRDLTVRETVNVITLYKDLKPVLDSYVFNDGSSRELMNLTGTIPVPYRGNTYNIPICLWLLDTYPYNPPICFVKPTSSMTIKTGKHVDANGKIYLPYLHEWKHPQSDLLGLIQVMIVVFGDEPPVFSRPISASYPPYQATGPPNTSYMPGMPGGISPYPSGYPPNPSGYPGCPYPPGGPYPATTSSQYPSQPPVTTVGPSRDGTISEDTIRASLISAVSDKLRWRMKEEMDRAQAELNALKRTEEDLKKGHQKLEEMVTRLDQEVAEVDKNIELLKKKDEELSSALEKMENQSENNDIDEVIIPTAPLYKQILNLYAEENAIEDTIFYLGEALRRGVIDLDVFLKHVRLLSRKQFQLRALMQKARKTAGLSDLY
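Compounds were pin-transferred onto Tsg101 binding domain (10 uM final) in HEPES pH 7.5 buffer, then FITC-PTAP peptide was added at 50 nM final. After 20 min at RT, polarization reported peptide displacement across a qHTS concentration series.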
A-T KAP1 phos – potential ataxia-telangiectasia treatment; […] A-T fibroblasts, KAP-1 phosphorylation AlphaLISA; neocarzinostatin DNA damage 30 min before lysis; Potency, µM (series often up to 57.5 µM), inactives show at the top dose activation, usual class: activators; 0.19% of 320,000 active; also: potency is read from the fitted curve at half-maximal effect; % of control where 0% means no effect; nearly all actives have a fitted effect of over 45% in size
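hTERT-immortalized A-T patient fibroblasts ([…]), 500 cells/well in OPTI-MEM, 1% FBS, got compounds for 60 min, then NCS for 30 min at 37C. Lysates were then assayed for phospho-KAP-1 by AlphaLISA (anti-pKAP1 donor, anti-KAP1 acceptor beads), 6 hr at 25C.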
CXXC DNA block – inhibitors of human MLL CXXC domain-DNA interaction; MLL-CXXC / FITC-HOXA9 DNA fluorescence polarization; Q03164; 0.037% of 290,000 active; AID 2662; Potency, µM (top dose mostly 115 µM), without a hit: top-dose activity change, negative = inhibition, hits mostly inhibitors; active = well fitted inhibition curve with a large enough effect in the polarisation, with a control signal flat, not every such curve was filed as active; inconclusive = small, poorly fitted or top-dose-only effect, or effect the other way, or a change in a side signal; inactive = no such curve, though single readings can be large or run the other way; the % refers to the polarisation; also: potency is read from the fitted curve at half-maximal effect
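Purified MLL-CXXC (added from a 7 uM solution) was preincubated 5 min at ambient with pinned compounds in 50 mM Tris-HCl pH 7.5, 50 mM NaCl, 1 mM DTT, 0.05% BSA. Fluorescein-labeled HOX-A9 DNA (50 nM solution) followed, 30 min, then polarization read.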
TRPV1 agonist – agonists of human vanilloid receptor 1 (TRPV1); 0.19% of 320,000 active; Q8NER1; AID 540275; activation, % at 8.33 µM; TRPV1-expressing cells, Fluo-8 calcium influx, agonist mode; in the data active = activation above about 80%; inconclusive = between about 30% and that limit; also: 0% is about no effect
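Fluo-8 calcium influx in TRPV1-expressing cells, kinetic read (ex 480/em 520 nm). Compound added and read 3 min for agonist activity, followed by capsaicin at EC20 final and 2 min further read for enhancement.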
p53 reactivation – re-activators of mutant p53 | H1299 p53-A138V BP100-luciferase reporter, luminescence, 24 h | Potency, µM (titrated, usually from 92.2 µM), without a hit: at the top dose activity change, positive = activation, most hits filed as activators | 0.063% of 320,000 active | AID 504706; also: potency is read from the fitted curve at half-maximal effect; % of control where 0% means no effect; nearly all actives have a fitted effect of over 45% in size
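H1299 (p53-null), stable ts p53-A138V + BP100-Luc; 1000 cells/well, Opti-MEM/10% FBS; cpd 4 pt, 1:5; 24 h, 37 deg C, 5% CO2; detection reagent 10 min RT; luminescence.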
B2AR arrestin – recruits beta-arrestin to the human beta2-adrenergic receptor. P07550. beta-arrestin recruitment to beta2AR, cell-based reporter. Potency, µM (top dose mostly 46.1 µM), without a hit: top-dose activation, usual class: activators. 0.02% of 330,000 active. AID 492947;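 also: potency is read from the fitted curve at half-maximal effect; 0% = DMSO controls and full agonism = EC100 isoproterenol or metaproterenol; nearly all actives have a fitted effect of over 65% in size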
Target sequence (P07550 whole entry, looked up): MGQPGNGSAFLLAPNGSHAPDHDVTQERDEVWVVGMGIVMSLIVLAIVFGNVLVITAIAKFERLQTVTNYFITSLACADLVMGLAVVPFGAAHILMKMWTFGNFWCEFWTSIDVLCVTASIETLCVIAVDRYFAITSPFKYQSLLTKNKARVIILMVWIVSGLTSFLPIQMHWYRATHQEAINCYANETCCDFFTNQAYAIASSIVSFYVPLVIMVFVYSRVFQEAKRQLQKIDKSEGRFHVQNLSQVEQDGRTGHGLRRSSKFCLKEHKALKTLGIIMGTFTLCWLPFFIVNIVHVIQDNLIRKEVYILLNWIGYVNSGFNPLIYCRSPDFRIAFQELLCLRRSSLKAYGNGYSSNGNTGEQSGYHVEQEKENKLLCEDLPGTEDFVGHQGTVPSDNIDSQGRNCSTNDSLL
a7 integrin act – activates integrin-mediated alleviation for muscular dystrophy; alpha7betagal myoblasts, beta-gal FDG fluorescence, 48 h; Potency, µM (series often up to 38.3 µM), for inactives: at the top dose activation, usual class: activators; 0.064% of 350,000 active;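 also: potency is read from the fitted curve at half-maximal effect; 100% = response of the positive control SU9516; nearly all actives have a fitted effect of over 60% in size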
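alpha7betagal+/- myoblasts (passage 13, 250/well) treated 48 h at 37C with compounds at 1:260 dilution of DMSO stock. Lysed, then beta-galactosidase activity read as FDG fluorescence (ex 480/em 540) after 30 min, with pre-read for autofluorescence.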
BRCA1 expr act – activators of BRCA1 expression; 1.1% of 380,000 active; AID 624202; Potency, µM (highest dose often 46.1 µM), for the others: at the highest dose activation, most hits filed as activators; MCF7-BRCA1-FFLuc reporter, luminescence, 48 h; response scale: scaled: vehicle 0%, 10 µM genistein 100%; also: potency is read from the fitted curve at half-maximal effect; nearly all actives have a fitted effect of over 80% in size; some results filed as inactive show a strong effect at the top dose
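Activators of BRCA1 expression were detected as increased firefly luciferase luminescence in engineered MCF7 cells after 48 h compound incubation. Signals were scaled to genistein 10 microM as full activation.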
Numbers without * were called inactive; ? = inconclusive; . = not tested or not shown; [ ] = dose if it differs, or a comment. Unless noted, calls follow the shape of the dose curve; as a rule, active = well fitted curve in the direction sought with a large enough effect; inconclusive = small, poorly fitted or top-dose-only effect, or another doubt; inactive = no such curve, though single readings can be large; an effect the other way counts as inactive or inconclusive.

compound | TCR activator | ELG1 repair inh | PTAP TSG101 blk | A-T KAP1 phos | CXXC DNA block | TRPV1 agonist | p53 reactivation | B2AR arrestin | a7 integrin act | BRCA1 expr act
CCn1cc(CNC(=O)/C=C/c2cnn(C)c2)c(C)n1 | 7.1%[46.1 µM] | 16.9% | 2.5% | 3.2% | -5.7% | -1.0 | 7.0% | -0.2% | ? | 0.7%
O=C(CCCOc1ccc(Cl)cc1)NCC1CCCO1 (stereo not given) | 4.5% | -3.9% | -4.9% | 2.5% | 5.3% | -4.3 | -0.3% | -0.3% | 1.8% | 1.5%
CS(=O)(=O)Nc1ccc(S(=O)(=O)NC2CCCCC2)cc1 | -2.8% | -1.4% | -1.7% | -0.8% | -4.8% | -1.9 | -1.8% | 0.0% | -26.6% | -21.4%
COc1ccc2[nH]cc(/C=C/C(=O)c3ccccc3)c2c1 | -4.8% | ? | 0.3% | -7.2% | 35.9%[activator] | 21.0 | ? | 4.1% | 10.9% | ?
CC(=Nc1cccc(O)c1)c1sc2ccccc2c1O | 0.8% | ? | -4.9% | 0.4% | 7.7% | 8.8 | ? | 0.3% | 9.5% | 19.1%
Cc1cc(C)n(CCc2nc3c4ccccc4n(CC#N)c(=O)n3n2)n1 | 1.1% | 13.3% | -8.2% | 2.7% | 8.3% | -7.7 | 3.1% | -0.7% | 0.0% | 3.7%
Nc1cc(Cl)ccc1C(=O)OCC(=O)N1CCCC1 | -6.3% | ? | 2.1% | 2.7% | -2.1% | 1.1 | ? | 0.4% | 21.7% | -1.6%
COc1ccccc1/C=N/NC(=O)c1nnn(-c2nonc2N)c1CSC1=NCCS1 | 3.1% | ? | -1.6% | 3.4% | 10.7% | 0.0 | 22.8% | -0.5% | 32.2% | -16.2%
COC(=O)c1ccc(NC(CC(C)C)C(=O)OC)c([N+](=O)[O-])c1 (stereo not given) | 5.7%[46.1 µM] | 9.6% | -2.8% | 6.5% | 9.1% | 5.0 | -2.1% | 0.0% | 0.5% | -11.1%
O=C(O)c1cccc(NS(=O)(=O)c2ccc(-c3ccc(S(=O)(=O)Nc4cccc(C(=O)O)c4)cc3)cc2)c1 | -4.3% | ? | -1.8% | -1.9% | -16.7% | 3.7 | -0.6% | 0.2% | 6.2% | 0.1%

Brought forward from above: two entries, then new ones.
compound | TCR activator | ELG1 repair inh | PTAP TSG101 blk | A-T KAP1 phos | CXXC DNA block | TRPV1 agonist | p53 reactivation | B2AR arrestin | a7 integrin act | BRCA1 expr act
COC(=O)c1ccc(NC(CC(C)C)C(=O)OC)c([N+](=O)[O-])c1 (stereo not given) | 5.7%[46.1 µM] | 9.6% | -2.8% | 6.5% | 9.1% | 5.0 | -2.1% | 0.0% | 0.5% | -11.1%
O=C(O)c1cccc(NS(=O)(=O)c2ccc(-c3ccc(S(=O)(=O)Nc4cccc(C(=O)O)c4)cc3)cc2)c1 | -4.3% | ? | -1.8% | -1.9% | -16.7% | 3.7 | -0.6% | 0.2% | 6.2% | 0.1%
O=c1c(-c2ccccc2)c(O)c2c(n1-c1ccccc1)CCCC2 | -2.0%[46.1 µM] | -1.2% | -0.7% | 3.1% | 6.8% | -7.1 | -5.6% | 2.7% | -14.7% | 16.2%
CCOC(=O)Cc1csc(NC(=O)CC(C)(C)C)n1 | 5.7% | ? | -8.3% | . | -9.8% | 2.1 | ? | 0.7% | 2.7% | 79.6%
CN(Cc1cccnc1)Cc1c(C(=O)N2CCc3ccccc3C2)nc2ccc(Cl)cn12 | -5.4% | -7.5% | -0.7% | -3.2% | 19.7% | 7.9 | -1.9% | -0.3% | 16.0% | -24.8%
O=C(CN1CCN(S(=O)(=O)c2cccs2)CC1)N1CCCCC1 | 2.7% | . | -2.6% | . | . | 3.7 | . | 0.0% | 12.6% | 6.9%
COC(=O)CC1(c2ccc(OC)cc2)C(=O)c2ccccc2C1=O | 10.7% | -3.5% | -0.5% | -8.1% | -0.6% | 1.6 | 0.2% | -0.6% | 4.9% | -13.9%
CCOC(=O)CC1(C)OCC(C[N+]2(C)CCCCC2)O1 (stereo not given) | -3.1% | 10.3% | -2.0% | 1.0% | 4.3% | 1.4 | 0.1% | 0.1% | 6.7% | -0.7%
CC(NC(=O)C1CCC(CNS(=O)(=O)c2ccc3c(c2)C(C)(C)C(=O)N3C)CC1)c1ccccc1 (stereo not given) | 10.5% | -16.9% | -0.9% | -4.3% | 8.0% | 1.5 | 9.2% | -0.2% | -14.0% | -35.4%
CN(c1ccccc1)S(=O)(=O)c1cccc(C(=O)Nc2ccc(N3CCOCC3)cc2)c1 | -0.3% | 18.3µM* | -0.8% | -5.4% | . | 27.5 | -9.1% | 0.3% | -6.7% | -32.3%
O=C(CSc1ccc2nnc(-c3cccnc3)n2n1)Nc1ccccc1 | -1.1% | 11.8% | -9.7% | -17.8% | 12.5% | 1.5 | 3.9% | 0.5% | 10.7% | -6.6%
CCOC(=O)C(O)C1CCc2c([nH]c3ccc(C)cc23)C1=O (stereo not given) | -8.5% | ? | -1.2% | 15.2% | 3.3% | 5.4 | -0.5% | -0.5% | 10.9% | ?
Cc1ccc(N(CC(=O)NCCSCc2ccco2)S(=O)(=O)c2ccc(C)cc2)cc1 | 2.6% | -18.0% | -4.0% | 5.7% | 0.0% | 18.8 | -3.4% | -0.3% | 25.1% | -40.8%
COc1ccccc1CN(C(=O)CNC(=O)c1ccco1)C(C(=O)NCC1CCCO1)c1ccccc1 (stereo not given) | 1.1% | ? | -0.5% | 9.3% | 11.1% | 1.4 | -2.3% | -0.2% | 2.1% | -0.1%
COc1cccc(NC(=O)COC(=O)c2cc(=O)c3ccccc3o2)c1 | -0.4% | ? | 1.1% | 3.5% | . | -1.6 | 12.5% | 0.1% | 11.5% | -5.1%
CCC(C)NS(=O)(=O)c1cc2c3c(c1)CCC(=O)N3CCC2 (stereo not given) | -4.7% | 13.8% | -3.1% | 11.8% | 3.4% | -2.3 | -11.8% | 0.1% | ? | -25.5%
OCCN(CC(O)COc1ccccc1)CC(O)Cn1ccc2ccccc21 (stereo not given) | -2.3%[46.1 µM] | -2.5% | -4.1% | 3.6% | -13.3% | 7.6 | 1.0% | -0.4% | 1.5% | -33.6%
CCOc1ccccc1OCC(=O)Nc1ccccc1C(=O)NC1CC1 | -9.6% | -13.3% | -9.3% | -10.3% | . | 0.8 | -3.8% | -0.3% | 3.9% | -30.5%
O=C(Nc1cccc(F)c1)c1ccc2ncsc2c1 | 10.1% | ? | -2.1% | 12.5% | 25.1% | ? | 17.7% | 0.3% | ? | ?
Cc1ccc(-c2noc(CCC(=O)N3CCCc4ccccc43)n2)cc1 | 10.7% | ? | -3.3% | 24.4% | -10.3% | 0.1 | 24.5% | -0.1% | 14.3% | -7.0%
O=C(NC(=S)Nc1ccc(Br)cn1)c1cccs1 | -0.6% | ? | 1.4% | 6.7% | 1.3% | -1.2 | 9.0% | -0.4% | ? | 51.5%
c1ccc(SCCOCCN2CCOCC2)cc1 | 1.3% | ? | 0.0% | 7.8% | 1.2% | -4.2 | ? | -0.2% | 3.0% | 35.5%
COc1ccc2[nH]c(C(=O)Nc3ccccc3Cl)cc2c1 | 5.0% | ? | -5.2% | 0.1% | -11.5% | 7.2 | 4.3% | -0.3% | -29.9% | -16.2%
CCc1nccn1CCC(=O)NC1CC(C)(C)Cc2c1cnn2-c1ccc(C)cc1 (stereo not given) | 0.4% | -0.2% | -0.4% | 4.4% | -4.4% | 3.7 | -0.3% | 0.2% | -19.8% | -23.1%
O=C(CCN1C(=O)c2ccccc2C1=O)NC(=S)Nc1ccccc1 | -0.3%[46.1 µM] | 8.4% | -0.8% | -2.1% | -5.8% | 12.1 | 9.2% | -0.1% | -12.3% | 3.7%
COc1ccc(-c2csc3nc(C)nc(N4CCN(C(C)=O)CC4)c23)cc1OC | -1.9% | 5.0% | -2.3% | -0.3% | -6.2% | -1.4 | -0.1% | 0.0% | 4.3% | -11.7%
CCc1noc(C)c1C(=O)Nc1ccc(C)c(S(=O)(=O)N2CCCCCC2)c1 | 1.6% | ? | -0.7% | 3.2% | . | 0.1 | -0.9% | -0.1% | -15.8% | -48.9%
Cc1[nH]c2ccccc2c1C(c1ccncc1)N1CCN(c2ccccc2F)CC1 (stereo not given) | 0.9%[46.1 µM] | ? | -2.7% | -6.2% | 6.0% | 1.8 | 15.2% | -0.4% | 0.0% | -36.0%
COCCCNC(=O)C[C@H]1C[C@H](C(=O)N2CCCCC2)[C@@]2(CCc3ccccc3)c3[nH]c4cc(-c5ccco5)ccc4c3CCN2C1=O | -4.1%[46.1 µM] | ? | -7.6% | -3.2% | . | . | -0.4% | 0.2% | 5.7% | -64.7%
